KDM5B inhibitor: Primary screen for KDM5B Histone Demethylases FDH-coupled qHTS. Lysine-specific demethylase 5B (Homo sapiens), Q9UGL1. KDM5B demethylase, FDH-coupled NADH fluorescence (FDH is formaldehyde dehydrogenase). Potency, µM (top dose mostly 57.7 µM), inactives show at the top dose activity change, negative = inhibition, hits mostly inhibitors. 220,000 compounds, 2.6% hits; active = well fitted inhibition curve with a large enough effect; inconclusive = small, poorly fitted or top-dose-only effect; inactive = no such curve, though single readings can be large or run the other way; also: 0% is about no effect; nearly all actives have a fitted effect of over 70% in size
Target sequence (Q9UGL1 whole entry, looked up): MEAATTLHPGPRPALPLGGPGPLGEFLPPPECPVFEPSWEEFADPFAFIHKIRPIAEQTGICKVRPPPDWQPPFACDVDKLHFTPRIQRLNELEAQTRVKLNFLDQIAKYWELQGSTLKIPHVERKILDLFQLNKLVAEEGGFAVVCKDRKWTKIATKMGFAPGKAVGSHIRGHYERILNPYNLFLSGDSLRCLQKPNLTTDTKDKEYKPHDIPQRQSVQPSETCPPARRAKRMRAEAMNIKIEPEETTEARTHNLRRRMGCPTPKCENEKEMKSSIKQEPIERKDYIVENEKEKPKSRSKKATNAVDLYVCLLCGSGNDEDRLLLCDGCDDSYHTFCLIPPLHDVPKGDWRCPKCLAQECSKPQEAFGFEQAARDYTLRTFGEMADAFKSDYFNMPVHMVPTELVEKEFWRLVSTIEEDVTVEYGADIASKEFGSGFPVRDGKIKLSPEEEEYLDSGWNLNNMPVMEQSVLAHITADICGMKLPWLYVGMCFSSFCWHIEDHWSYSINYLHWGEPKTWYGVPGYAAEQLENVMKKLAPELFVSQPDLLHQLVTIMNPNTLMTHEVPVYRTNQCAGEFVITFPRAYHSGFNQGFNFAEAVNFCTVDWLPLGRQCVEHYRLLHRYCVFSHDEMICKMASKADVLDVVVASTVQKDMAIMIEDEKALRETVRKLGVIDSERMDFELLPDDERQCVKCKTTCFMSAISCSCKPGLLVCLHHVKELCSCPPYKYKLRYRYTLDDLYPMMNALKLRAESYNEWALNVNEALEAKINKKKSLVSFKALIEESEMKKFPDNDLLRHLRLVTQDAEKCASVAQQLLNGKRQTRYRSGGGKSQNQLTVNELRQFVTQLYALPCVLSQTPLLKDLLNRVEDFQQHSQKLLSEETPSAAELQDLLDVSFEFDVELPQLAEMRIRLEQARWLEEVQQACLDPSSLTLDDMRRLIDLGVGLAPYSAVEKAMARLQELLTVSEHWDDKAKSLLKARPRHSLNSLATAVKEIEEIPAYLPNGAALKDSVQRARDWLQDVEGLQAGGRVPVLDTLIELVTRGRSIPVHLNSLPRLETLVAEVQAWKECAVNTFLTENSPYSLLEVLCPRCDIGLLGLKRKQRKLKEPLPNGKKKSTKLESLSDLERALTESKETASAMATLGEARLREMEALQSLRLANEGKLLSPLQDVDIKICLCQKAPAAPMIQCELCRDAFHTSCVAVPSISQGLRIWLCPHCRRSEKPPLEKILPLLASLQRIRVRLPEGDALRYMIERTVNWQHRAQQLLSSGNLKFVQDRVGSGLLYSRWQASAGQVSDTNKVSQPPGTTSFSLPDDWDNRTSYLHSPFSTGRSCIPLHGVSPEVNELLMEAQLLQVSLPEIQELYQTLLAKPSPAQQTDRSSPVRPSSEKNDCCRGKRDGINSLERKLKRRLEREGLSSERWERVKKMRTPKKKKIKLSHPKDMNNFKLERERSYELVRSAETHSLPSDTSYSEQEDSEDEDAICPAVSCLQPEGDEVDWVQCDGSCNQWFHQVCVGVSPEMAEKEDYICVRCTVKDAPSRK
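Compound dilutions met 200 nM (final) KDM5BΔAP for 10 min at room temperature before substrate addition. The substrate mix held 12.5 µM H3K4me3 with cofactors 25 µM α-ketoglutarate and 50 µM Fe²⁺. NADH signal gain over 30 min defined activity.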
Starred values were filed as active, the others as inactive; i = inactive; ? = inconclusive; [ ] = dose if it differs, or a comment. Potency is read from the fitted curve at half-maximal effect.

SMILES | KDM5B inhibitor
O=C(Nc1ccc(F)cc1)C(=O)c1cn(CC(=O)N2CCOCC2)c2ccccc12 | 5.0%
Cn1nccc1-c1cccc(CCOc2cnc3c(ccn3CC(=O)O)c2)c1 | ?
COC(=O)[C@H](C(C)C)N(Cc1cn(Cc2ccccc2)nn1)S(=O)(=O)c1ccc(F)cc1Br | 6.6%
COc1cc2c(cc1OC)C(C[C@H]1CN(C(=O)Cc3cccs3)CC[C@H]1CC(=O)O)=NCC2 | 28.2µM*
CN(C)C(=O)N1CCC2(CC1)CN(C(=O)CCc1c[nH]c3ccccc13)Cc1ccccc1O2 | -8.1%[115 µM]
O=C(C1CCOCC1)N1CCC(c2noc(COc3ccc(F)cc3)n2)C1 (configuration not stated) | 15.8%
CCN(CC)C(=O)CSC1=C(C#N)C(c2ccco2)C(C(=O)Nc2ccc(F)cc2)=C(C)N1 (configuration not stated) | ?
CN1CCN(c2nc3c(c(=O)[nH]2)CCN(Cc2cccc4[nH]ccc24)CC3)CC1 | -0.8%
COc1ccc(-c2cc(OC(=O)c3ccccc3C)c3c(C)oc(C)c3c(=O)c2)cc1 | ?
CCOC(=O)c1cnc2c(Cl)cccc2c1Nc1ccc(OC)cc1 | -27.3%
COc1ccccc1CNC(=O)c1ccc(CN2C(=O)NC3(CCOCC3)C2=O)cc1 | 10.2%
c1cn(-c2ccc(Oc3nn[nH]n3)cc2)c(-c2cc3n(n2)CCNC3)n1 | 17.8µM*
O=C(NCc1nnc2ccc(-c3ccccc3)nn12)c1ccccc1F | 28.2µM*
O=C(NCCCc1ccccc1)c1n[nH]c2c1CN(C(=O)c1ccc(F)cc1F)CC2 | 4.5%
CCC(C(=O)NCCc1ccc(OC)c(OC)c1)n1nc(C)c2sc3ccccc3c2c1=O (configuration not stated) | -10.4%
Cc1cc2oc(C(=O)NCC(c3ccco3)N3CCCCC3)cc(=O)c2cc1C (configuration not stated) | -26.0%
CC(C)C(=O)N1Cc2ccccc2CC2(CCCN2C)C1 (configuration not stated) | ?
CC1(c2ccccc2)N(Cc2ccc(O)cc2)C(=O)OC12CCN(Cc1ccc(C#N)cc1)CC2 (configuration not stated) | -19.6%
CC1Oc2ccc(NC(=O)c3ccc([N+](=O)[O-])cc3)cc2CN(Cc2ccccc2F)C1=O (configuration not stated) | -8.0%
Cc1ccc(NC(=O)c2cc3n(n2)CC(c2ccc(Cl)cc2)OC3)c(Cl)c1 (configuration not stated) | 17.8µM*

By substructure, the entries above containing a thiophene ring, fused or not.
SMILES | KDM5B inhibitor
COc1cc2c(cc1OC)C(C[C@H]1CN(C(=O)Cc3cccs3)CC[C@H]1CC(=O)O)=NCC2 | 28.2µM*
CCC(C(=O)NCCc1ccc(OC)c(OC)c1)n1nc(C)c2sc3ccccc3c2c1=O (configuration not stated) | -10.4%

Carrying on:
SMILES | KDM5B inhibitor
COc1ccc(-c2noc(-c3ccc(N4CCOCC4)c([N+](=O)[O-])c3)n2)cc1 | -2.1%
COc1ccc(CC(=O)Nc2ccc(O)c(-c3nc4ccccc4o3)c2)cc1 | -9.4%
O=C([C@H]1O[C@H](CCN2CCC(CO)CC2)CC[C@@H]1O)N1CCN(c2ccccc2)CC1 | -12.8%[86.2 µM]
CC[C@H]1CN(C(=O)Nc2ccccc2)CC[C@H]1CC(=O)NCc1ccc(F)cc1 | -27.8%[86.2 µM]
O=C(Nc1nnc(S(=O)(=O)N2CCCc3ccccc32)s1)c1ccccc1Cl | -5.6%
Cc1cc(NC(=O)C2CC(=O)N(c3ccc(F)cc3)C2)no1 (configuration not stated) | -4.9%
Cc1ccc(CN2CC(C(=O)Nc3ccc(C)cn3)CC2=O)cc1 (configuration not stated) | 13.0%
CCn1cc(S(=O)(=O)N2CCC3(CC2)CN(C2CCC2)CC3COC)cn1 (configuration not stated) | ?
CCN(CC)S(=O)(=O)c1ccc([N+](=O)[O-])cc1 | 23.8%
CCN(c1ccccc1)c1nnc(NC(=O)Nc2ccc(Br)c(C)c2)s1 | 4.4%
COc1ccccc1CNC(=O)C1CCN(c2ncnc3c2nc2n3CCCCC2)CC1 | -4.3%[11.5 µM]
COCc1noc(CCNC(=O)C2CC3(CCNCC3)CN2)n1 (configuration not stated) | 20.1%
Cn1c(=O)c2c(ncn2CCC(=O)Nc2ccc(Cl)cc2)n(C)c1=O | 17.9%
COc1ccccc1N1CCN(C(=O)COCC(=O)NCc2ccc(F)cc2)CC1 | -9.0%
Cc1cc(N2CCCCCC2)n2nc(Cc3ccc(Cl)cc3)nc2n1 | 6.9%
CCN(CC)c1ccc(NC(=O)C(NS(=O)(=O)c2cccs2)C(C)C)c(C)c1 (configuration not stated) | -14.1%
Cc1cccnc1-n1c(C)c(C)c2c1ncn1nc(CSc3nc4ccccc4o3)nc21 | 5.7%
O=C(Nc1ccc(COc2ccccc2)cc1)Oc1ccccc1N1CCOCC1 | -20.5%
CCCCc1c(C)c2ccc(OC)c(/C(C)=N/O)c2oc1=O | ?
Cc1ccc(Sc2cc(C(=O)NC3CCC(C)CC3)c3ccccc3n2)cc1 (configuration not stated) | -10.4%
O=C(NCCOc1ccccc1)c1ccc2c(c1)OCCN(c1ccccc1)C2 | ?
CCC(C)OC(=O)/C(C#N)=C\c1ccc(-c2ccccc2Cl)o1 (configuration not stated) | -8.0%
COC(=O)CN1CCOC(c2ccc3cc(OC)ccc3c2)C1 (configuration not stated) | ?
CSCCC(NS(=O)(=O)c1ccc2c(c1)oc(=O)n2C)C(=O)Nc1cc(C)cc(C)c1 (configuration not stated) | 19.1%
CS(=O)(=O)Nc1cc(-c2noc([C@@H]3CCCN3C3CCOCC3)n2)ccn1 | ?
CC(C)NC(=O)Nc1ccc([C@H]2OCC(=O)N(Cc3cccnc3)[C@@H]2CO)cc1 | -13.3%[86.2 µM]
Cc1cc(F)ccc1OCC(=O)c1ccc2c(c1)N(CC(=O)NC1CCCCC1)C(=O)CO2 | ?
Cc1ccc(S(=O)(=O)CCC(=O)OCC(=O)NC2CCC(C)CC2)cc1 (configuration not stated) | -10.3%
CCc1ccc(OCC(O)Cn2cnc3ccc(Cl)cc3c2=O)cc1 (configuration not stated) | 5.4%
CN1CCN(c2ccc3nnc(-c4cc(C(=O)Nc5cccc(Cl)c5)ccn4)n3n2)CC1 | -15.1%
CN(Cc1ccco1)S(=O)(=O)c1nnc(NC(=O)c2ccccc2)s1 | ?
Cc1ccc(NC(=O)C(Cc2ccccc2)NS(=O)(=O)c2ccc3c(c2)oc(=O)n3C)cc1C (configuration not stated) | -10.6%
Cc1csc2nc(COC(=O)c3ccc(NC(=O)COc4ccccc4F)cc3)cc(=O)n12 | ?
Cc1ccc(-n2ncc3c(NC4CCCCC4)ncnc32)c(C)c1 | 16.7%
CCc1ccc2occ(CC(=O)Nc3ccc(C)c(C)c3)c2c1 | -18.4%
CCOc1ccc(-c2cc3c(=O)n(CCNC(=O)c4ccc(C)c(C)c4)ccn3n2)cc1 | 17.8µM*
CCCCCCOc1ccc(C(=O)OCC(=O)c2ccc(Cl)cc2)cc1 | -2.5%
CCn1nc(C(=O)Nc2ccccc2Oc2ccccc2)c2ccccc2c1=O | 22.3%
COC[C@@H]1CN(Cc2c(F)cccc2Cl)C[C@H]1C(=O)NC1CC1 | -25.8%
COc1ccc(C(=O)N2CCN(c3oc(-c4cccs4)nc3C#N)CC2)cc1OC | ?
O=c1c2ccc(F)cc2ncn1Cc1coc(-c2cccs2)n1 | 5.1%
CSc1ccc(C2C3=C(CCCC3=O)OC3=C2C(=O)CCC3)cc1 | 2.6%
CC(NC(=O)C1CCOCC1)C(=O)O (configuration not stated) | 4.7%
CC(C)(C)C(=O)N1CC[C@@H](CC(=O)O)[C@@H](CC2=NCCc3cc(F)ccc32)C1 | ?
Cc1cc(S(=O)(=O)NCCO)ccc1F | 22.0%
COc1ccc2[nH]cc(C(C(=O)O)N3CCN(Cc4cccnc4)CC3)c2c1 (configuration not stated) | 0.3%
CCCCNC(=S)N/N=C/C=C(/C)CCC=C(C)C | 0.5%
COc1ccc(-c2cc(OC(=O)c3cccc(C)c3)c3c(C)oc(C)c3c(=O)c2)cc1 | ?
O=C(NCCc1ccc(Cl)cc1)c1ccc(CSCc2cccc(Cl)c2)o1 | -16.8%
CC(C)c1nc(Cl)c(C#N)c2c1COC(C)(C)C2 | 24.6%

Some of these compounds in order of the KDM5B inhibitor value, descending.
SMILES | KDM5B inhibitor
CC(C)c1nc(Cl)c(C#N)c2c1COC(C)(C)C2 | 24.6%
Cc1cc(S(=O)(=O)NCCO)ccc1F | 22.0%
O=c1c2ccc(F)cc2ncn1Cc1coc(-c2cccs2)n1 | 5.1%
CC(NC(=O)C1CCOCC1)C(=O)O (configuration not stated) | 4.7%
CSc1ccc(C2C3=C(CCCC3=O)OC3=C2C(=O)CCC3)cc1 | 2.6%
COc1ccc2[nH]cc(C(C(=O)O)N3CCN(Cc4cccnc4)CC3)c2c1 (configuration not stated) | 0.3%
O=C(NCCc1ccc(Cl)cc1)c1ccc(CSCc2cccc(Cl)c2)o1 | -16.8%

(cont.)
SMILES | KDM5B inhibitor
COCCNC(=O)[C@@H]1C[C@@H](O)CN1C1CCN(C(=O)c2ccccc2)CC1 | 13.8%
CCOC(=O)c1c(NC(C)=O)c2c3c(sc2n1Cc1nc(-c2ccc(Cl)cc2)oc1C)CCCC3 | -27.2%
CN(C(=O)c1ccc2c(c1)NC(C)(CNCc1ccccc1)CO2)c1ccccc1 (configuration not stated) | -17.5%[86.2 µM]
CC(=O)c1ccccc1NC(=O)c1ccccc1Cc1ccccc1 | 14.3%
N#C/C(=C/c1ccccc1)c1ccc(C(F)(F)F)cn1 | -13.1%
O=C(CN1CC2CC(C1)[C@H]1CCCC(=O)N1C2)N1CCSCC1 (some centres not stated) | 12.1%
Cc1nnc(CSc2nnc(-c3ccc(Br)cc3)n2CCc2ccccc2)o1 | 2.9%
CC1(C(=O)NCc2cccs2)CCCCC(=O)N1 (configuration not stated) | 2.6%
O[C@H]1[C@H](NCc2ccncc2)[C@H]2CO[C@H](O2)[C@@H]1N1CCN(c2ccccc2)CC1 | 22.4µM*
COc1cccc(CN2c3ccccc3-c3nc(SCC(=O)Nc4cccc(C)c4)ncc3S2(=O)=O)c1 | i
COc1ccccc1CCNC(=O)CCn1c(=O)c2cccn2c2ccc(F)cc21 | ?
Cc1cccc(-c2nc3ccccc3s2)c1 | 5.9%
Cn1c(=O)c2sccc2n2c(CCC(=O)NCc3ccc(Cl)cc3)nnc12 | -19.1%
CCC(=O)Nc1c(C(=O)N2CCN(c3ccccc3F)CC2)oc2ccccc12 | -27.2%
CC(C)CSc1nc2c(c(=O)[nH]c(=O)n2C)n1CCCc1ccccc1 | 18.9%
COc1ccc(-c2[nH]ncc2CN2CCN(c3ccc(F)cc3)CC2)cc1 | -2.0%
CN(C)C(=O)c1ccc(NCC(=O)N2N=C(c3cc4ccccc4o3)CC2c2ccco2)cc1 (configuration not stated) | ?
Cn1c(CN2CCCC2)nnc1C1CCN(C(=O)c2ccc(=O)[nH]c2)CC1 | 2.5%
COc1ccc(OC)c(NS(=O)(=O)c2ccc(N3CCCCS3(=O)=O)cc2)c1 | -11.3%
COc1ccc(NC(=O)C2CCCN(C(=O)Nc3ccc(F)cc3)C2)cc1 (configuration not stated) | 11.5%

2 compounds drawn at random from those above:
SMILES | KDM5B inhibitor
Cc1cccc(-c2nc3ccccc3s2)c1 | 5.9%
COc1ccccc1CCNC(=O)CCn1c(=O)c2cccn2c2ccc(F)cc21 | ?

The listing continues.
SMILES | KDM5B inhibitor
Cn1cnc2cc(NC(=O)COc3ccccc3)ccc21 | 9.9%
COc1ccc(NC(=O)C(C)C2CCOCC2)c(C)c1 (configuration not stated) | -17.0%
Nc1ccccc1C#Cc1ccc([N+](=O)[O-])cc1 | -25.8%
CN(C(=O)c1cc2ccccc2s1)C1CCCN(C2Cc3ccccc3C2)C1 (configuration not stated) | 24.9%
Cc1cc(F)ccc1NC(=O)Cn1cc(S(=O)(=O)NC(C)C)c(S(=O)(=O)NC(C)C)c1 | -9.1%
COc1nc2c(cc1CNC(=O)CSC)C(=O)N(CCc1ccccn1)C2 | 9.7%
CNC(=O)[C@@H]1C[C@H](n2cc(-c3ccc(CN4CC[C@@H](O)C4)cc3)nn2)CN1 | ?
O=C(c1ccc2nc[nH]c2c1)N1CCCC2(C1)Nc1cccnc1NC2=NC1CCCC1 (configuration not stated) | 28.2µM*
Cc1cnccc1N1CCCN(C(=O)c2cccc(C3CCCNC3)c2)CC1 (configuration not stated) | 2.3%
CCn1c(C(=O)O)c(S(=O)(=O)c2ccc(Cl)cc2)c2ccccc21 | -5.5%
COc1cccc(-c2nc(-c3ccc(F)cc3)cs2)c1 | 12.9%
COc1ccccc1CNC(=O)c1cnc(N2CCCC2)nc1C | ?
CC(Sc1nc(-c2ccco2)nc2ccccc12)C(=O)N(C)C (configuration not stated) | ?
COc1cccc(OC)c1C(=O)NC(=O)Nc1c(F)c(F)c(F)c(F)c1F | -4.4%
Cc1ccc(NC(=O)CCc2c(C)nc3c(-c4ccc(F)cc4)c(C)nn3c2C)cc1F | -17.5%
CC(C)OCCCn1c(=O)c2ccccc2n2c(-c3ccc(F)c(F)c3)nnc12 | ?
Cc1cccc(OCCCC(=O)Nc2nnc(C3CCCO3)s2)c1C (configuration not stated) | 26.1%
CCCc1c(C)nc2ccc(C)cc2c1SCC(=O)O | 10.4%
Cc1ccc(NC(=O)CCC(=O)N2CCC(C)CC2)c([N+](=O)[O-])c1 | -4.4%
CCN(CC)c1ccc(/C=N/c2sc(C)c(C)c2C#N)cc1 | -16.6%
CC1(C)CN(C(=O)CSC23CC4CC(CC(C4)C2)C3)CC1(C)O (configuration not stated) | 3.8%
COCCn1c(CN(C)C(C)c2ccccn2)cnc1S(=O)(=O)CCC(C)C (configuration not stated) | -2.5%

Screens (PubChem BioAssay)

These rows are one share of the data. The share of hits here may be higher or lower than overall.
